# IMP-1 inhibitor: inhibitors of Pseudomonas aeruginosa IMP-1 metallo-beta-lactamase | purified IMP-1, nitrocefin hydrolysis, epi-absorbance fluorescence | 290,000 tested, 0.45% active | inhibition, % at 5.6 µM;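 active = inhibition above the mean plus 3 SD of all compounds in the same screening run, cut at about 4.5% in these data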;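 also: 0% = IMP-1 with DMSO and 100% = DMSO wells lacking enzyme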
#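 System: Purified IMP-1 | Read-out basis: Percent enzyme inhibition | Controls: IMP-1 with DMSO as 0%, enzyme-free DMSO as 100% | Replicates: One well per compound | Doses: 5.6 µM nominal single concentration | Detection: Epi-absorbance fluorescence, 480 nm excitation, 530 nm emission | Incubation: 25 °C, 15 min preincubation, 25 min reaction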
# NALP1 yeast inh: NALP1 inhibition | AID 2071 | 280,000 tested, 0.61% active | S. cerevisiae NALP1/ASC/caspase-1 growth, X-gal OD620, 72 h | inhibition, % at 10 µM; in the data active = inhibition mostly above about 24%, no sharp cut-off; inactive = mostly below about 32%; also: some compounds called inactive have numbers as strong as hits
# UBC9 SUMO inh: inhibitors of human SUMOylation (UBC9); P63279; inhibition, % at 35 µM; 290,000 tested, 0.36% active; AID 2006; HTRF SUMOylation assay, SAE1/SAE2 + UBC9, in vitro; in the data active = inhibition above about 50%, passing the limit was not always enough; also: strong numbers were not always called active
# Target sequence (P63279 whole entry, looked up): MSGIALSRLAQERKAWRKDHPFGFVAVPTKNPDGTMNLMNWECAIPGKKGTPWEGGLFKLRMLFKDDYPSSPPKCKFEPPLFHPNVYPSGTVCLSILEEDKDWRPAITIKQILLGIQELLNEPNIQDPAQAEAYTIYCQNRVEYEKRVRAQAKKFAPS
# PfM18AAP inh: blocks P. falciparum M18 aspartyl aminopeptidase; inhibition, % at 7.35 µM; 290,000 tested, 1.2% active; recombinant PfM18AAP, H-Glu-NHMec fluorogenic cleavage;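 active = inhibition above the campaign mean inhibition over all tested compounds plus 3 SD, cut at about 28% in these data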;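 also: 0% = plate median of test compound wells and 100% = 2 mM ZnCl2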
# MEKK2 WT-MEK5: raises or lowers MEK5 binding to wildtype human MEKK2 PB1 domain. Q9Y2U5. binding response (% of control), % at 10 µM. 290,000 tested, 1.1% active. bead flow cytometry, Alexa488-MEK5 binding to MEKK2 WT; actives lie on both sides; in the data active = binding response below about 67% or above about 130%
# FID counter: displaces DNA intercalator in HCV helicase counter-screen. inhibition, % at 7.9 µM. AID 1845. 290,000 tested, 0.17% active. DNA fluorescent intercalator displacement, fluorescence; in the data active = inhibition above about 37%;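 also: 0% = vehicle and 100% = reference compound; higher means more ethidium bromide displaced from hairpin DNA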
# NS3 helicase inh: HCV NS3 helicase inhibition; NS3 helicase DNA unwinding, Cy5 molecular beacon fluorescence; inhibition, % at 10.9 µM; 290,000 tested, 0.56% active; AID 1800;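 active = inhibition above the mean of all tested compounds plus 3 SD, set per campaign, cut at about 35% in these data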;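 also: 0% = DMSO wells and 100% = thioflavine S control wells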
#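 Control set: DMSO versus 110 µM thioflavine S; Material: NS3 helicase fragment of HCV; Measured by: Cy5 fluorescence at 0 and 60 min, beacon hairpin quenching; Read-out basis: percent inhibition from t60/t0 fluorescence ratio; Times: reaction time 60 min, 25 °C; Repeats: single replicate; Compound dosing: single dose, 10.9 µM nominal final, DMSO 0.8% final.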
# MEKK2mut PB1 HTS: signal of MEK5 binding to mutant human MEKK2 PB1 domain; bead flow cytometry, Alexa488-MEK5 binding to MEKK2 mutant; percent response, % at 10 µM; 290,000 tested, 0.35% active; AID 1530; in the data active = percent response above about 24%, passing the limit was not always enough; also: inactives centre near 1; some results filed as inactive read as strong as hits
# VIM-2 inhibitor: inhibitors of Pseudomonas aeruginosa VIM-2 metallo-beta-lactamase; 290,000 tested, 0.89% active; inhibition, % at 5.6 µM; purified VIM-2, nitrocefin hydrolysis, epi-absorbance fluorescence;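 active = inhibition above the mean of all tested compounds plus 3 SD, cutoff set per screening run, cut at about 7.5% in these data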;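 also: red hydrolysis product quenches plate fluorescence so inhibitors raise well fluorescence; 0% = enzyme with DMSO and 100% = DMSO without enzyme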
# Active calls of the source: *; · = not tested or not shown.
SMILES,IMP-1 inhibitor,NALP1 yeast inh,UBC9 SUMO inh,PfM18AAP inh,MEKK2 WT-MEK5,FID counter,NS3 helicase inh,MEKK2mut PB1 HTS,VIM-2 inhibitor
O=C(Nc1c(C(=O)N2CCN(c3ccccn3)CC2)oc2ccccc12)c1cccc([N+](=O)[O-])c1,-3.0,-10,4,-9,94,-12,-10,-2,-0.6
CC1(C)Cc2c(cnn2-c2ccc(F)cc2)C(NC(=O)CN2CCCC2=O)C1 (stereo not drawn),-2.1,12,15,0,104,-30,1,6,-1.0
O=C(CSc1nnc(COc2ccc(F)cc2)o1)N1c2ccccc2CCc2ccccc21,-2.0,-10,-14,2,99,-24,-10,1,-0.9
Cc1ccc(O)c(Nc2nc(-c3ccccc3)nc3ccccc23)c1,-2.2,32,13,-8,101,7,-19,3,-0.1
Cc1cc(C(=O)N2CCN(Cc3ccccc3)CC2)ccc1[N+](=O)[O-],-3.0,12,-6,15,102,-27,10,-1,1.7
O=C(NC1CCCCC1)C(c1ccccn1)N(C(=O)c1csnn1)C1CC1 (stereo not drawn),-3.4,-4,13,1,93,-11,9,-7,-4.0
Cn1cnnc1SCC(=O)N/N=C/c1ccc(OCC(N)=O)cc1,-1.1,·,18,-3,115,-4,-1,24,-2.0
CCC(=O)N1N=C(c2ccccc2)CC1c1ccc([N+](=O)[O-])cc1 (stereo not drawn),-1.1,17,2,0,89,-17,0,-3,-1.7
Cc1ccc(C)c(NC(=O)CCC(=O)NNC(=O)C(c2ccccc2)c2ccccc2)c1,-1.9,19,12,0,99,-6,-3,0,-3.3
O=C1CC(/C=C/c2ccc([N+](=O)[O-])cc2)=Nc2ccccc2N1,0.4,14,9,18,99,-5,-8,-4,-1.2
CCOC(=O)N1CCC(NC(=O)c2cc(C(=O)NC3CCN(Cc4ccccc4)CC3)ccc2CO)CC1,0.5,1,3,7,102,-7,-4,3,-1.0
Cc1ccc(N2CCC(N3CCN(C4CCCCC4)C(CCO)C3)CC2)cc1 (stereo not drawn),-3.0,4,-6,-11,111,4,2,13,-1.4
COCCNC(=O)CCC(=O)NNc1nc2ccccc2c2nc(-c3ccccc3)nn12,-3.7,-10,-36,3,91,-23,-2,-9,-4.7
COCCCN(C(=S)Nc1ccc(OC)cc1)C(C)c1ccncc1 (stereo not drawn),-0.8,-12,5,0,75,-5,-6,-13,-0.8
COc1ccc(Cn2c(CO)cnc2SCC(=O)Nc2cccc(NC(C)=O)c2)cc1,-1.6,30,-4,-12,102,-9,4,-3,0.1

# Reformatted with bars between the fields: part of the list above
mol | IMP-1 inhibitor | NALP1 yeast inh | UBC9 SUMO inh | PfM18AAP inh | MEKK2 WT-MEK5 | FID counter | NS3 helicase inh | MEKK2mut PB1 HTS | VIM-2 inhibitor
O=C(CSc1nnc(COc2ccc(F)cc2)o1)N1c2ccccc2CCc2ccccc21 | -2.0 | -10 | -14 | 2 | 99 | -24 | -10 | 1 | -0.9
Cc1ccc(O)c(Nc2nc(-c3ccccc3)nc3ccccc23)c1 | -2.2 | 32 | 13 | -8 | 101 | 7 | -19 | 3 | -0.1
Cc1cc(C(=O)N2CCN(Cc3ccccc3)CC2)ccc1[N+](=O)[O-] | -3.0 | 12 | -6 | 15 | 102 | -27 | 10 | -1 | 1.7
O=C(NC1CCCCC1)C(c1ccccn1)N(C(=O)c1csnn1)C1CC1 (stereo not drawn) | -3.4 | -4 | 13 | 1 | 93 | -11 | 9 | -7 | -4.0
Cn1cnnc1SCC(=O)N/N=C/c1ccc(OCC(N)=O)cc1 | -1.1 | · | 18 | -3 | 115 | -4 | -1 | 24 | -2.0
CCC(=O)N1N=C(c2ccccc2)CC1c1ccc([N+](=O)[O-])cc1 (stereo not drawn) | -1.1 | 17 | 2 | 0 | 89 | -17 | 0 | -3 | -1.7
Cc1ccc(C)c(NC(=O)CCC(=O)NNC(=O)C(c2ccccc2)c2ccccc2)c1 | -1.9 | 19 | 12 | 0 | 99 | -6 | -3 | 0 | -3.3
O=C1CC(/C=C/c2ccc([N+](=O)[O-])cc2)=Nc2ccccc2N1 | 0.4 | 14 | 9 | 18 | 99 | -5 | -8 | -4 | -1.2
CCOC(=O)N1CCC(NC(=O)c2cc(C(=O)NC3CCN(Cc4ccccc4)CC3)ccc2CO)CC1 | 0.5 | 1 | 3 | 7 | 102 | -7 | -4 | 3 | -1.0
Cc1ccc(N2CCC(N3CCN(C4CCCCC4)C(CCO)C3)CC2)cc1 (stereo not drawn) | -3.0 | 4 | -6 | -11 | 111 | 4 | 2 | 13 | -1.4
COCCNC(=O)CCC(=O)NNc1nc2ccccc2c2nc(-c3ccccc3)nn12 | -3.7 | -10 | -36 | 3 | 91 | -23 | -2 | -9 | -4.7
COCCCN(C(=S)Nc1ccc(OC)cc1)C(C)c1ccncc1 (stereo not drawn) | -0.8 | -12 | 5 | 0 | 75 | -5 | -6 | -13 | -0.8
COc1ccc(Cn2c(CO)cnc2SCC(=O)Nc2cccc(NC(C)=O)c2)cc1 | -1.6 | 30 | -4 | -12 | 102 | -9 | 4 | -3 | 0.1

# Additional entries
SMILES,IMP-1 inhibitor,NALP1 yeast inh,UBC9 SUMO inh,PfM18AAP inh,MEKK2 WT-MEK5,FID counter,NS3 helicase inh,MEKK2mut PB1 HTS,VIM-2 inhibitor
COc1ccc([N+](=O)[O-])cc1NC(=O)CCN1CCN(CCO)CC1,0.8,37,-7,5,98,5,-1,-1,-2.8
O=C(NC(=S)Nc1nc2ccccc2s1)c1ccco1,-2.6,11,1,15,106,-6,5,0,-2.6
COc1ccc(S(=O)(=O)NCCSc2ccccc2)cc1OC,-2.6,·,-7,0,97,-12,-12,1,-1.2
CC(=O)N1CSCC1C(=O)NNS(=O)(=O)c1ccccc1 (stereo not drawn),-4.3,4,4,-3,100,-2,-10,-1,-3.9
C(=N\n1cncn1)/c1ccc(N2CCOCC2)cc1,-2.8,10,4,3,97,1,-4,-1,-1.0
c1cnc2ccc(C(c3nnnn3C3CCCCC3)N3CCN(C4CCCCC4)CC3)cc2c1 (stereo not drawn),-1.9,·,·,4,100,17,8,4,-3.0
COc1ccc(-c2cn(/N=C/c3ccc(Cl)cc3Cl)c(N)n2)cc1,-3.5,-2,4,6,95,-9,-12,-10,-1.2
Cc1ccc(-c2ccc(S(=O)(=O)NCC3CCCO3)cc2)cc1 (stereo not drawn),1.3,-10,-8,-10,93,-29,0,-8,-0.1
COc1ccccc1NC(=O)CC(c1ccc(OC(C)C)cc1)c1ccccc1OC (stereo not drawn),-1.9,20,-1,1,97,-25,-16,0,0.2
O=S(=O)(c1ccccc1)N1CCN(C(=S)Nc2ccc(F)cc2)CC1,-3.4,·,-7,1,103,-2,5,0,-1.3
CCN(CC)S(=O)(=O)c1cc(NC(=O)CSc2nc3c(cc2C#N)C(=O)CC(C)(C)C3)ccc1C,-0.4,11,-24,3,100,-3,-1,-2,-2.3
O=C(CSc1nnc(-c2ccccc2)c(-c2ccccc2)n1)NCc1ccco1,-1.6,-1,0,14,100,-14,11,-3,-2.1
Brc1cccc(-c2nnc3sc(CN4CCCCC4)cn23)c1,-1.4,8,-2,-1,100,-1,4,0,-2.4
Cn1cc(S(=O)(=O)N2CCCC2)cc1C(=O)N1CCN(c2cccc(Cl)c2)CC1,-2.9,0,-8,4,103,-44,6,2,-0.5
CCCCC(C(=O)NCCC(C)C)N(CCCN1CCOCC1)C(=O)c1snc(C(N)=O)c1N (stereo not drawn),-3.7,-4,11,9,104,-2,-14,-4,-4.7
O=C(Nc1nnc(-c2ccc(F)cc2)s1)c1ccco1,-4.1,10,14,-1,101,-1,0,2,-2.2
CCn1ccnc1CN(C)Cc1cn(-c2cc(C)ccc2C)nc1-c1ccccc1,-2.6,-8,-7,1,120,13,-45,20,-4.3
Cc1nn(-c2ccccc2)c(C)c1/C=N/Nc1nc2ccccc2[nH]1,-2.4,3,-64,16,106,31,-20,1,-1.0
NC(=O)c1ccccc1OCC(=O)NS(=O)(=O)c1ccccc1,-3.2,31,8,4,101,0,-2,2,-4.4
CN(CP(=O)(O)CCc1ccccc1)S(C)(=O)=O,-3.8,3,11,0,108,3,-3,8,-2.9
O=C(Nc1ccccc1)ON=C1CCCC1,1.0,40,-2,9,100,2,-10,0,-0.1
Cc1ccc(F)cc1NC(=O)C12CC3CC(C1)CC(n1cnc([N+](=O)[O-])n1)(C3)C2,-1.0,2,3,-2,101,-2,3,0,-1.7
Cc1ccc(C(=O)NCC2CCCO2)cc1S(=O)(=O)N1CCCCC1 (stereo not drawn),-0.4,5,8,-5,97,-23,1,0,-1.9
Cc1cc(NC(=O)CSc2nc(-c3ccccc3)nc3c2c(=O)n(C)c(=O)n3C)no1,-1.2,14,8,1,94,-3,-2,-2,-0.3
COCCCN(C(=O)Nc1ccccc1)C(C)c1ccncc1 (stereo not drawn),-3.9,-8,10,1,110,0,-1,12,-5.0
O=C(O)c1[nH]c2ccccc2c1NS(=O)(=O)Cc1ccccc1,-1.3,9,16,-3,104,-2,6,2,3.4
Fc1ccc(C(c2nnnn2Cc2ccco2)N2CCN(C3CCCCC3)CC2)cc1 (stereo not drawn),-1.5,17,2,-7,108,8,-11,3,-2.9
COC(=O)c1ccc(OC(=O)c2cccnc2SC)cc1,1.8,13,-14,14,95,-19,7,-10,2.8
O=C(NC1CCCCC1)C(c1ccccn1)N(C(=O)Cc1cccs1)c1ccc(Cl)cc1 (stereo not drawn),-2.9,-6,15,-11,101,-7,2,1,-1.8
COc1nc(-c2ccc(Cl)cc2)nnc1C,-1.9,0,6,0,95,0,-4,-5,-1.6
C=CCn1c(C(C)NC(=O)COC)nc2ccccc21 (stereo not drawn),-2.9,·,0,4,105,-4,3,6,-2.2
COc1ccc(C(=O)N2CCCC2(C#N)c2ccccc2)cc1[N+](=O)[O-] (stereo not drawn),-3.6,9,16,1,99,-5,-3,-3,-1.3
Cn1cnnc1SCC(=O)Nc1nc(-c2ccccc2)cs1,-0.1,-1,4,-13,82,-13,-3,-12,-3.1
COc1ccc(-c2ccc(C(=O)O)c(=O)[nH]2)cc1,-2.1,-9,10,-8,100,-1,-25,-1,-1.6
Cc1cccn2cc(CCNS(=O)(=O)c3ccc([N+](=O)[O-])cc3)nc12,-4.1,27,11,-9,101,1,3,5,-2.1
CC1CCCCN1C(=O)CNCc1ccc(F)cc1 (stereo not drawn),-3.9,8,12,-6,97,-2,-2,14,-1.4
O=C(CSc1nc2ncccc2[nH]1)Nc1ccc2c(c1)OCCO2,-5.5,34,4,-2,103,-3,3,-1,-1.6
Cc1nc(N2CCN(c3ccccc3F)CC2)[nH]c(=O)c1C,1.7,15,7,-5,107,-10,5,0,0.3
Cc1ccccc1Cc1c(C)nc2c(C(=O)NCc3ccc4c(c3)OCO4)cnn2c1C,0.2,0,-5,-3,85,1,-7,-10,-2.0
CCC1CCCCN1C(=O)c1cc(COc2ccc(-n3cncn3)cc2)on1 (stereo not drawn),-2.6,-3,9,0,103,-34,-5,4,-0.6
CCOCCCNC(=O)CN1C(=O)COc2ccc(S(=O)(=O)N3CCC(C)CC3)cc21,-0.9,-21,11,1,104,-38,-1,-1,-4.8
CNC(=O)c1cccc(NC(=O)CCCNC(=O)c2ccc(Cl)cc2)c1,-2.3,15,-6,0,96,-9,-8,-3,-2.6

# High-throughput results as filed in PubChem BioAssay.
